# LYPLA1 counter: blocks human lysophospholipase 1, a PME1 counter-screen; O75608; recombinant LYPLA1, FP-Rh probe fluorescence polarization; inhibition, % at 5.9 µM; hit rate 0.16% among 320,000;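 active = inhibition above the mean of all tested compounds plus 3 SD, set per campaign, cut at about 14% in these data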;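 also: inhibitors block serine hydrolase probe labeling of LYPLA1 so polarization falls; 0% = enzyme with DMSO and 100% = wells lacking LYPLA1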
# GSTO1 inh: blocks human GSTO1 in RBBP9 counter-screen; P78417; recombinant GSTO1, activity-based probe fluorescence polarization; hit rate 1.1% among 300,000; AID 1974; inhibition, % at 5.96 µM;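 active = inhibition above the campaign mean inhibition plus 3 SD, cut at about 35% in these data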;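 also: 0% = GSTO1-1 with DMSO and 100% = wells lacking GSTO1-1 enzyme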
# PAFAH2 FP inh: PAFAH2 (human) inhibition. recombinant PAFAH2, FP-rhodamine activity probe, fluorescence polarization. inhibition, % at 3.39 µM. hit rate 0.99% among 340,000. AID 492956;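 active = inhibition above the mean over all tested compounds plus 3 SD, cut at about 30% in these data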;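 also: inhibitors block probe labeling of enzyme so polarization drops; 0% = enzyme with DMSO and 100% = wells lacking PAFAH2 protein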
# Fam108B inh: blocks mouse Fam108B hydrolase in RBBP9 counter-screen | AID 1947 | recombinant Fam108B, FP-Rh probe fluorescence polarization | hit rate 0.33% among 300,000 | inhibition, % at 9.51 µM;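 active = inhibition above the screen mean inhibition plus 3 SD, computed separately per campaign, cut at about 18% in these data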;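 also: inhibitors lower polarization as less probe binds the enzyme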
# PAFAH1B2 FP inh: PAFAH1B2 (human) inhibition | hit rate 1.2% among 340,000 | inhibition, % at 3.39 µM | P68402 | recombinant PAFAH1B2, FP-rhodamine activity probe, fluorescence polarization;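 active = inhibition above the mean of all tested compounds plus 3 SD, cut at about 24% in these data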;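 also: 0% = enzyme with DMSO and 100% = wells lacking PAFAH1B2; many of its hits are not listed in these tables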
# Target sequence (P68402 whole entry, looked up): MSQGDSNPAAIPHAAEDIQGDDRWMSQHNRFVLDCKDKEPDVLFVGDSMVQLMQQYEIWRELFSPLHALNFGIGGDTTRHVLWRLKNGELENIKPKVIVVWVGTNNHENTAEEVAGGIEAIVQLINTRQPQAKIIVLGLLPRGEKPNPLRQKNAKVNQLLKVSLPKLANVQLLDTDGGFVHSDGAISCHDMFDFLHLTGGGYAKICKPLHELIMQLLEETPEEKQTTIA
# PME-1 primary: PME-1 (human) inhibition; hit rate 0.53% among 320,000; recombinant PME-1, FP-Rh probe fluorescence polarization; AID 2130; inhibition, % at 5.9 µM; Q9Y570;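 active = inhibition above the campaign mean of all compounds plus 3 SD, cut at about 26% in these data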;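 also: competitive labeling of PME-1 active site by serine hydrolase directed probe; 0% = PME-1 with DMSO and 100% = wells lacking PME-1 enzyme; inhibitors block probe labeling so polarization falls and inhibition rises; many of its hits are not listed in these tables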
# Target sequence (Q9Y570 whole entry, looked up): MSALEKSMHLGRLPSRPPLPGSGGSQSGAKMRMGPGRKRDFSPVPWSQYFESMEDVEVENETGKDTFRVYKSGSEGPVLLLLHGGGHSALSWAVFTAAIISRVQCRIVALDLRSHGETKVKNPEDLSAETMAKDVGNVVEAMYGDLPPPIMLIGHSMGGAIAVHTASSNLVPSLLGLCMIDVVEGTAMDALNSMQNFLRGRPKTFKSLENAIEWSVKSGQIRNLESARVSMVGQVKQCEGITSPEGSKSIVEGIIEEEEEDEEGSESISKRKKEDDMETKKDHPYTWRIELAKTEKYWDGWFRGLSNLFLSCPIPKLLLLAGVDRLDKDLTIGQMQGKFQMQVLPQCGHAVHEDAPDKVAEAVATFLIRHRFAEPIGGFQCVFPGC
# PAFAH1B3 FP inh: blocks human PAF acetylhydrolase 1B catalytic subunit 3. Q15102. recombinant PAFAH1B3, FP-rhodamine probe, fluorescence polarization. inhibition, % at 3.39 µM. hit rate 0.28% among 340,000. AID 492972;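 active = inhibition above the screen-wide average of all tested compounds plus 3 SD, cut at about 25% in these data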;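 also: 0% = enzyme with DMSO only and 100% = wells lacking PAFAH1B3 protein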
# Target sequence (Q15102 whole entry, looked up): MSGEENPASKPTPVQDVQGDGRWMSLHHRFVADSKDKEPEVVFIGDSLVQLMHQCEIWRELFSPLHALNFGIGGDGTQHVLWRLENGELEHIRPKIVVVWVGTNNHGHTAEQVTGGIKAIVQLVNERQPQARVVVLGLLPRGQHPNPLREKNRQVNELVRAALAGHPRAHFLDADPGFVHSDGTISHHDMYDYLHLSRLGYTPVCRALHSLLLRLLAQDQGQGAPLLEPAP
# pPAFAH FP inh: inhibitors of human plasma PAF acetylhydrolase (pPAFAH); recombinant pPAFAH, FP-rhodamine probe fluorescence polarization; inhibition, % at 3.39 µM; hit rate 1.5% among 330,000;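 active = inhibition above the mean inhibition across the screen plus 3 SD, cut at about 25% in these data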;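 also: inhibitors block binding of the rhodamine activity-based probe so polarization drops; 0% = enzyme with DMSO and 100% = wells lacking pPAFAH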
# PAD4 inh: blocks human protein arginine deiminase 4; recombinant PAD4, RCA probe fluorescence polarization; Q9UM07; hit rate 0.41% among 330,000; inhibition, % at 6.36 µM; AID 485272;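 active = percent inhibition above a cutoff equal to the mean of all tested compounds plus 3 SD, cut at about 15% in these data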;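 also: 0% = PAD4 with RCA probe and DMSO and 100% = probe without PAD4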
# Numbers without * were called inactive; . = not tested or not shown.
nr	canonical_smiles	PME-1 primary	PAD4 inh	LYPLA1 counter	GSTO1 inh	Fam108B inh
1	O=C(c1ccc(NC(=O)C(c2ccccc2)c2ccccc2)cc1)c1ccc(C(=O)O)c(C(=O)O)c1	-5	-3	5	-12	-4
2	O=C(c1ccccc1Cl)N1CCN(Cc2ccc3c(c2)OCO3)CC1	9	-5	-2	8	0
3	O=C1N2CCSC2=NC1(Nc1nccs1)C(F)(F)F (centres undefined)	-4	0	3	-1	-5
4	CCc1nnc(NC(=O)c2ccc(N3C(=O)CCC3=O)cc2)s1	-5	1	-1	-3	-1
5	COc1cc(Nc2ncnc(N)n2)cc(OC)c1OC	-3	-3	1	3	3
6	Cc1ccccc1-c1nc(CN2CCC(C(=O)NCCCN3CCCC3)CC2)c(C)o1	-4	-4	0	-1	3
7	COCCn1c(C)cc(C(=O)CSc2nnc(-c3cccnc3)n2-c2ccccc2F)c1C	1	0	1	-2	3
8	O=C(N/N=C\c1ccc(O)c([N+](=O)[O-])c1)c1ccccc1-n1cccc1	5	-3	2	-1	4
9	CC(=O)Nc1nc(CC(C)C)cc(-c2ccco2)c1C#N	0	-1	2	6	-1
10	O=C(Nn1cnc2ccccc2c1=O)c1c(F)cccc1F	0	-3	-1	2	-5
11	CCOC(=O)c1c(NC(C)=O)sc2c(O)cccc12	-14	-1	-2	6	0
12	CCOc1ccc(Br)cc1CNCCN1CCOCC1	-4	-1	-4	-3	3

nr	PAFAH2 FP inh	pPAFAH FP inh	PAFAH1B3 FP inh	PAFAH1B2 FP inh
1	0	5	0	3
2	-2	-4	9	3
3	4	-1	-1	4
4	3	-10	8	3
5	3	-4	7	9
6	4	4	-2	2
7	1	4	1	3
8	3	-2	3	10
9	3	3	6	2
10	6	0	-4	-1
11	-2	8	10	9
12	-5	-3	0	-2

# Next part
nr	canonical_smiles	PME-1 primary	PAD4 inh	LYPLA1 counter	GSTO1 inh	Fam108B inh
13	COc1ccc(N2CCN(Cc3nc4cc(Cl)ccc4c(=O)[nH]3)CC2)cc1	0	0	6	0	-4
14	O=C(NCCN1CCCCC1)c1ccco1	-6	4	6	8	0
15	Cc1ccc(-n2c(SCn3nnc4ccccc4c3=O)nnc2-c2cccnc2)c(C)c1	8	0	-5	2	-1
16	COc1ccc(OC)c2sc(NC(=O)c3ccc(S(=O)(=O)N(C)C)cc3)nc12	0	-1	-7	8	5
17	CCOC(=O)Cc1csc(NC(=O)c2sc3nc4c(C)cc(C)cc4cc3c2N)n1	86*	-1	-9	5	23*
18	CC1C(=O)C(C)C(c2ccc([N+](=O)[O-])cc2)NC1c1ccc([N+](=O)[O-])cc1 (centres undefined)	5	1	1	-3	1
19	CCCCn1c(SCC(=O)Nc2nnc(C(C)C)s2)nc2c1c(=O)n(C)c(=O)n2C	9	2	0	11	1
20	CCc1cc(=O)[nH]c(-n2[nH]c(-c3ccccc3)cc2=O)n1	-2	-20	-1	15	3
21	CC(C)CCc1noc(CN2CCC(CCN3CCCC3=O)CC2)n1	-2	1	-3	2	-5
22	CCCc1[nH]nc2c1C1(CCN(C(=O)OCc3ccccc3)CC1)C(C#N)=C(N)O2	11	-6	-4	9	4
23	CCCC1C2C(=O)N(c3ccc(OC)cc3)C(=O)C2ON1c1ccccc1 (centres undefined)	0	-6	4	3	5
24	CC1CCN(S(=O)(=O)c2ccc(C(=O)NCc3ccco3)cc2)CC1	0	-4	2	1	-1

nr	PAFAH2 FP inh	pPAFAH FP inh	PAFAH1B3 FP inh	PAFAH1B2 FP inh
13	-1	3	2	-2
14	-2	8	4	2
15	14	4	9	6
16	7	-2	4	3
17	6	2	16	7
18	-5	11	4	0
19	0	2	9	2
20	21	8	7	6
21	-5	5	8	2
22	0	10	-1	-2
23	14	5	3	0
24	5	5	4	13

# The results go on.
nr	canonical_smiles	PME-1 primary	PAD4 inh	LYPLA1 counter	GSTO1 inh	Fam108B inh
25	COc1cc(C(=O)N/N=c2/sc3ccccc3n2C)cc(OC)c1OC	-7	0	1	5	-2
26	COc1ccc(/C=N\NC(=O)c2cccc([N+](=O)[O-])c2)cc1Cn1cc([N+](=O)[O-])cn1	-1	0	2	-2	0
27	Cc1ccc(OCCSCc2nnc(NC(=O)Nc3cccc(Cl)c3)s2)cc1	-3	4	2	-3	-6
28	COc1ccc(C(=O)NCCSc2ccccc2)cc1OC	0	-4	2	2	-1
29	O=C(CSc1nnc(CNc2ccccc2)o1)c1ccc2c(c1)OCCO2	4	1	2	40*	-2
30	Cc1ccc(C)c(S(=O)(=O)N2CCN(C(=O)c3cnccn3)CC2)c1	6	1	3	10	3
31	O=C(NCc1ccccc1)c1cc(-c2cccs2)on1	0	3	1	-4	1
32	NC(=O)C1CCN(C(=O)CC2(CC(=O)O)CCCCC2)CC1	-4	2	-2	1	-1
33	CC(=O)c1ccc(NC(=O)CSC(=S)N2CCCC2)cc1	0	-1	2	5	3
34	O=C(Cc1cccs1)NCCS(=O)(=O)N1CCN(c2ccccc2F)CC1	-5	-5	2	-1	0
35	O=C(Nc1nc2ccccc2s1)c1cccc(N2C(=O)CCC2=O)c1	3	-4	-10	-7	-1
36	CC(c1nnc(SCC(=O)c2c(N)n(C)c(=O)n(C)c2=O)n1-c1ccc(Cl)cc1)N(C)C (centres undefined)	5	-2	5	4	2

nr	PAFAH2 FP inh	pPAFAH FP inh	PAFAH1B3 FP inh	PAFAH1B2 FP inh
25	2	-3	9	0
26	.	6	.	.
27	-16	-5	-3	-9
28	13	0	5	6
29	-3	4	3	-4
30	2	1	4	2
31	-2	2	6	-1
32	18	2	-5	-1
33	-3	1	2	1
34	-6	-3	0	-2
35	-7	3	1	-1
36	-4	-1	-1	1

# New compounds follow
nr	canonical_smiles	PME-1 primary	PAD4 inh	LYPLA1 counter	GSTO1 inh	Fam108B inh
37	COCCOC(=O)C1=C(C)N=C2SCCC(=O)N2C1c1cccs1 (centres undefined)	2	-3	-3	4	-3
38	O=C1c2c(O)cc(O)cc2O[C@H](c2ccc(O)c(O)c2)[C@H]1O	-2	-6	-2	30	2
39	O=P(c1ccccc1)(c1ccccc1)C(c1ccco1)N1CCOCC1 (centres undefined)	-1	1	-3	0	2
40	O=C(CCC(=O)c1ccc(Oc2ccccc2)cc1)Nc1ccc(C(=O)O)cc1	-1	2	0	-4	1
41	CC1=NN(C(=O)COc2ccc(C)c(C)c2)C(O)(c2ccc(Cl)cc2)C1 (centres undefined)	4	1	1	12	0
42	CSc1nc(Sc2ccccc2Cl)c2ccccc2n1	-10	2	-1	-11	9
43	O=C(CSCc1ccc([N+](=O)[O-])cc1)NC1CC2CCC1C2 (centres undefined)	-7	-10	3	8	1
44	Cc1cc(OC(=O)c2c(Cl)cc(Cl)cc2Cl)nc(C)n1	-6	0	-1	-18	0
45	CCCN1C[C@H](CSC)C[C@@H]2c3cccc4[nH]cc(c34)C[C@H]21	1	-10	1	2	-5
46	CCCNC(=O)CCC(NS(=O)(=O)c1ccc(C)cc1)C(=O)NCCC (centres undefined)	3	1	3	6	-3
47	CCn1ncc(CNC(=O)CCSc2nc(-c3ccco3)cc(C(F)(F)F)n2)c1C	-4	-1	-1	6	-1
48	C[C@@H]1CC[C@H](O)/C=C/C(=O)O[C@H](C)CC[C@H](O)/C=C/C(=O)O1	3	-1	3	-2	1

nr	PAFAH2 FP inh	pPAFAH FP inh	PAFAH1B3 FP inh	PAFAH1B2 FP inh
37	-1	2	-2	4
38	-21	19	3	-3
39	-4	5	-3	0
40	-5	-2	2	5
41	2	5	16	13
42	-9	-1	-1	-6
43	6	0	4	7
44	-7	-3	0	3
45	2	1	-10	0
46	1	2	-8	2
47	1	-1	-5	1
48	-5	5	1	3

# Molecules above that have a CF3 group (2):
nr	canonical_smiles	PME-1 primary	PAD4 inh	LYPLA1 counter	GSTO1 inh	Fam108B inh
3	O=C1N2CCSC2=NC1(Nc1nccs1)C(F)(F)F (centres undefined)	-4	0	3	-1	-5
47	CCn1ncc(CNC(=O)CCSc2nc(-c3ccco3)cc(C(F)(F)F)n2)c1C	-4	-1	-1	6	-1

nr	PAFAH2 FP inh	pPAFAH FP inh	PAFAH1B3 FP inh	PAFAH1B2 FP inh
3	4	-1	-1	4
47	1	-1	-5	1

# Other compounds follow.
nr	canonical_smiles	PME-1 primary	PAD4 inh	LYPLA1 counter	GSTO1 inh	Fam108B inh
49	CCOC(=O)CC1=NN(c2ccccc2)C(=O)C1	0	-13	-2	9	0
50	NC(=O)Cc1ccc(Nc2nnc(-c3ccccc3)c3ccccc23)cc1	-3	1	1	-1	0
51	CN(C)S(=O)(=O)c1ccc(C(=O)NCCc2ccco2)cc1	-2	-3	1	4	-2
52	COCCNC(=O)COc1cccc(Oc2ccccc2)c1	3	-2	-2	-2	2
53	c1ccc(Cc2nnc3sc(-c4cccnc4)nn23)cc1	-2	1	-2	-3	2
54	CN(CC(=O)Nc1ccc(Cl)c(C(F)(F)F)c1)C(=O)CC1Sc2ccccc2NC1=O (centres undefined)	-3	-4	-7	-1	-3
55	CC(C)Nc1ncnc2c1nnn2Cc1ccccc1	1	-3	0	-2	-1
56	Cc1nc2ccccc2n1CC(=O)NC(C)C1CC2CCC1C2 (centres undefined)	-4	-7	-1	5	-5
57	CCN(CC)CCCN1C(=O)CSC1c1ccc([N+](=O)[O-])cc1 (centres undefined)	-5	-5	-2	5	5
58	COc1cc(COCC(O)CN2CCN(Cc3ccccc3)CC2)cc(OC)c1OC (centres undefined)	-8	2	4	2	1
59	CC(NCc1cc(Br)ccc1OCC(=O)NCc1ccccc1)c1ccccc1 (centres undefined)	4	-1	-1	6	0
60	O=C(NCc1ccc(Cl)cc1)C1CCCN(c2cnccn2)C1 (centres undefined)	-9	11	-4	1	-2
61	CN1CCN(C(=O)c2ccc(Oc3ccc([N+](=O)[O-])cc3)cc2)CC1	0	5	-4	-2	0
62	COCCCn1c(SCc2nnc(-c3ccc(OC)c(OC)c3)o2)nc2ccccc2c1=O	1	3	1	1	0

nr	PAFAH2 FP inh	pPAFAH FP inh	PAFAH1B3 FP inh	PAFAH1B2 FP inh
49	-1	4	5	2
50	8	-1	5	-1
51	3	5	-3	3
52	4	5	3	4
53	2	2	-1	3
54	1	4	17	19
55	-8	0	4	-3
56	5	2	-2	3
57	1	-4	-2	7
58	9	-3	0	6
59	2	1	12	10
60	-3	4	-1	9
61	4	2	6	4
62	0	4	2	-2

# Quoted from the listing:
# cpd 54 @ PAFAH1B3 FP inh: 17
# cpd 56 @ Fam108B inh: -5
# cpd 61 @ PME-1 primary: 0

# Ordered by the number under PAFAH1B3 FP inh (falling): some entries from above.
no. | compound | PAFAH1B3 FP inh
17 | CCOC(=O)Cc1csc(NC(=O)c2sc3nc4c(C)cc(C)cc4cc3c2N)n1 | 16
11 | CCOC(=O)c1c(NC(C)=O)sc2c(O)cccc12 | 10
49 | CCOC(=O)CC1=NN(c2ccccc2)C(=O)C1 | 5

# Along the list, as entered above.
# PME-1 primary for entries 14 to 18, in order: -6, 8, 0, 86*, 5
# PAFAH2 FP inh for entries 14 to 18, in order: -2, 14, 7, 6, -5
# PAFAH1B2 FP inh for entries 14 to 18, in order: 2, 6, 3, 7, 0

# Assay outcomes (PubChem)

# These rows are one share of the data, so the mix of outcomes need not match the whole.
